Assay outcomes: PubChem BioAssay, NCI
NCI-60 one-dose screen, 48 h, at 10 µM unless noted. Numbers give growth in % (100 = growth as untreated, 0 = no growth, -100 = all killed).
DU-145: DU-145 prostate cancer. actives 4.2% (n = 81,000). AID 1794760
SF-295: SF-295 CNS cancer cells; actives 5.6% (n = 79,000); AID 1794758
U251: U251 CNS tumor cells; actives 5.4% (n = 80,000); AID 1794753
OVCAR-8: OVCAR-8 ovarian cancer; actives 4.4% (n = 81,000); AID 1794782
SF-539: SF-539 CNS cancer; AID 1794752; actives 6.8% (n = 81,000)
SF-268: SF-268 CNS cancer cells | actives 3.1% (n = 82,000) | AID 1794759
SNB-19: SNB-19 CNS cancer cells. AID 1794751. actives 2.5% (n = 81,000)
PC-3: PC-3 prostate cancer cells; actives 3.9% (n = 80,000)
* = called active by the depositor; · = not tested or not shown; & = joins results of further samples; [ ] = dose if it differs, or a comment. The calls were made as follows: active = growth percent below 10; inactive = the rest.

No.	Molecule	DU-145	SF-295	U251	OVCAR-8	SF-539	SF-268	SNB-19	PC-3
1	COc1cc(C(=O)NC(=S)NCc2ccncc2)cc(OC)c1OC	103	96	99	103	96	102	106	96
2	O=C(Nc1cc(-c2cccnc2)nc(NCCCN2CCOCC2)n1)c1cc(Br)cc(C(F)(F)F)c1	83	-23*	33	59	67	61	70	58
3	CC(Br)C(OC(=O)c1ccco1)c1cc2c(cc1Br)OCO2 (stereo unspecified)	95	90	83	94	95	86	91	69
4	Cc1cccc(-c2nnc(-c3ccc4ccccc4c3)o2)c1	104	78	95	99	103	107	·	96
5	c1ccc(NN(Cc2ccncc2)c2ccccc2)cc1	86	68	95	100	110	98	95	110
6	CC(C)(C)N1COCC(COc2ccc(Cl)cc2)OC1 (stereo unspecified)	103	87	102	106	99	101	·	90
7	Cc1ccc(S(=O)(=O)Oc2ccc(C(C)(C)C)cc2)cc1	109	95	92	103	98	100	107	91
8	CCCCCCCCCCCCCCCCCCOP(=O)(O)O	116	·	101	98	104	109	101	92
9	COc1ccc(Oc2c(I)cc(CC(NC(C)=O)C(=O)O)cc2I)cc1 (stereo unspecified)	107	62	86	83	111	92	·	69
10	O=C1/C(=C\c2cn(-c3ccccc3)nc2-c2ccc(-c3cccs3)cc2)CCc2ccccc21	86	55	66	83	72	71	61	78
11	N#C/C(=C\c1ccccc1)C(=O)Nc1cc(-c2ccccc2)nn1-c1ccccc1	107	100	100	101	97	98	85	102
12	COc1cc(-c2noc(-c3ccccc3N)n2)cc(OC)c1OC	102	97	93	95	86	87	94	70
13	CCOC(=O)C1O[N+]([O-])=C(c2ccc(OC)cc2)C1c1cc(OC)cc(OC)c1 (stereo unspecified)	110	99	109	103	108	99	104	106
14	C[C@H]1N[C@]2(C(=O)Nc3ccccc32)[C@@H](c2ccc(F)cc2)[C@@H]1C(=O)c1ccc(O)cc1	104	99	95	97	101	99	97	83
15	CC(C)CCN(CCC(C)C)CC(O)c1cc(-c2ccc(C(F)(F)F)cc2)nc(-c2ccc(C(F)(F)F)cc2)c1 (stereo unspecified)	123	·	91	103	81	103	90	81
16	Cc1ccc(C(O)C2=CC(=O)c3ccccc3C2=O)cc1 (stereo unspecified)	111	98	96	91	95	107	102	89
17	CCOCC(=O)C(C#N)c1ccc(Cl)c(Cl)c1 (stereo unspecified)	113	89	95	101	95	106	107	87
18	CCCCCCCCCCCCCCCCCCNC(=O)Oc1cc(C)ccc1C(C)C	108	103	104	123	105	104	100	97
19	O=C1c2ccncc2/C(=C/c2ccccc2)N1Cc1ccccc1	101	100	85	98	93	86	101	83
20	CCCOC(=O)c1ccc([N+](=O)[O-])o1	118	120	101	109	94	100	111	92
21	O=C1NN=CN2c3ccc(Br)cc3CC(O)CC12 (stereo unspecified)	118	108	95	103	101	98	100	91
22	CC(=O)OCC1(C)OC(=O)N(c2ccccc2)C1=O (stereo unspecified)	110	101	104	104	106	103	105	99
23	CCCCCCCCCCCCNC(C(=O)c1ccccc1)c1ccccc1 (stereo unspecified)	105	95	97	98	95	106	106	93
24	Cc1ccccc1-n1nnc(C(=O)Nc2nc(-c3ccccc3)c(-c3ccccc3)s2)c1C	88[50 µM]	81[50 µM]	77[50 µM]	68[50 µM]	77[50 µM]	70[50 µM]	49[50 µM]	63[50 µM]
25	CCCSc1nc(Nc2ccc(/C(C)=N\NC(N)=S)cc2)c(C#N)c(-c2ccccc2)n1	66	52	73	56	36	103	83	80
26	NS(=O)(=O)c1ccc(C(=O)N/N=C(\CS(=O)(=O)c2ccccc2)c2cc3ccccc3o2)cc1	111	98	99	97	98	96	100	105
27	Cc1ccc2nc(Cl)c(Cn3nnnc3SCc3ccccc3)cc2c1	101	88	96	97	94	94	99	90
28	COc1ccc(/C=N/NC(=S)NC23CC4CC(CC(C4)C2)C3)cc1OC	99	83	82	92	105	94	87	66
29	Nc1ccc(N)c([N+](=O)[O-])c1	104	108	107	111	95	100	99	102
30	CC(=O)N1CCN(c2cc3c(cc2F)c(=O)c(C(=O)NC2[C@H](O)OC(CO)[C@@H](O)[C@@H]2O)cn3C2CC2)CC1 (stereo partly specified)	111	98	100	109	94	98	105	102
31	COC(=O)c1oc2c(C(=O)/C=C/c3ccc(OC)cc3)c(OCCN3CCOCC3)ccc2c1C	1.8*	18	-82*	-38*	-34*	11	-2.8*	8.1*
32	C#CC(N)=O	108	104	104	99	102	102	100	96
33	O=Cc1ccc[n+](CC(=O)c2ccc(Br)cc2)c1	106	96	96	101	92	106	100	90
34	O=C(O)c1cn(C2CC2)c2cc(N3CCN(C(=O)CCCN4C(=O)S/C(=C\c5ccc([N+](=O)[O-])cc5)C4=O)CC3)c(F)cc2c1=O	93	103	111	105	94	87	101	102
35	CC[C@]12C=CCN3CC[C@@]4(c5ccc(OC)cc5N(C)[C@H]4[C@@](O)(C(=O)OC)[C@@H]1OCc1cn(Cc4ccc(F)cc4)nn1)[C@@H]32	103	87	89	83	96	87	84	·
36	CC(C)n1cnc2c(=S)nc[nH]c21	111	90	99	109	100	101	107	99
37	COc1ccc(/C=C/C(c2cc(OC)c(OC)c(OC)c2)n2cncn2)cc1O (stereo unspecified)	21	1.4*	21	16	-4.6*	54	34	23
38	CC1(C)CC(=O)C2=C(C1)OC(N)=C(c1nc3ccccc3[nH]1)C2c1ccc(Cl)cc1 (stereo unspecified)	100&74	103&23	112&45	108&69	106&29	102&68	100&50	107&36
39	COc1ccc2cc(S(=O)(=O)O)ccc2c1N	114	110	114	106	105	96	101	88
40	Cn1cc(Nc2ncnc(-c3ccc(N4CCCC4)c(C#N)c3)n2)cn1	66	93	94	84	65	72	92	79
41	Nc1c2c(=O)[nH]c(O)cc2nn1-c1ccccc1	125	98	107	107	95	112	105	96
42	COc1ccc(NC(=O)Nc2nc(N)n(-c3ccc(S(N)(=O)=O)cc3)n2)cc1	106	105	99	100	97	95	96	91
43	CCCC(=O)Oc1ccc(C(C)(C)C)cc1	112	111	100	108	100	105	106	94
44	O=C(Nc1ccc(C2=NCCN2)cc1)c1cc(Cl)cc(C(=O)Nc2ccc(C3=NCCN3)cc2)c1	115	111	102	107	87	108	99	91
45	c1coc(CNc2c3ccccc3nc3ccccc23)c1	76	54	65	47	66	86	63	67
46	CCc1c(C)c2ccc(OC(=O)c3ccccc3)c(C(=O)/C=C/c3cc(OC)c(OC)c(OC)c3)c2oc1=O	103	96	97	81	98	103	99	89
47	N=C1S/C(=C/c2ccc(-c3ccc4c(c3)C(=O)NC4=O)o2)C(=O)N1c1ccc(Br)cc1	28	22	·	38	88	39	106	-2.2*
48	CCOc1ccc(-c2nonc2-[n+]2noc(=O)[nH]2)cc1	115	99	99	109	104	104	98	107
49	CCCCCCCCCCCCCCCCCCOC(=O)CCSCCC(=O)OCCCCCCCCCCCCCCCCCC	118	·	100	99	104	112	108	101
50	CN(c1ccccc1)c1ccccc1	106	103	96	104	101	100	103	94
51	OCC1OC(/C(N=Nc2ccccc2)=N\Nc2ccccc2)C(O)C1O (stereo unspecified)	102	·	103	100	97	101	114	96
52	Nc1nc(N)c2c(n1)NC(c1ccccc1)C1CCc3ccccc3C1=N2 (stereo unspecified)	49	17	37	65	48	63	67	41
53	CCCCCCCCc1ccc(O)c(Cl)c1	114	104	105	105	102	103	112	97
54	O=C1CSC(c2ccccc2Br)N1n1cnnc1 (stereo unspecified)	106	98	106	105	106	98	94	95
55	CCOc1cc2c(cc1OCC)C(c1cc(Cl)ccc1O)NCC2 (stereo unspecified)	106	74	91	81	87	94	99	64
56	CC(=O)Nc1nc(C)c(C(=O)NNC=O)s1	108	112	109	102	102	95	117	92
57	Cc1ccc(/C=C2/C(=O)N(C)c3ccc(S(=O)(=O)Nc4ccc(C(C)(C)C)cc4)cc32)s1	87	88	63	41	23	67	67	57
58	O=C(c1ccc(F)cc1)c1cc2ccccc2o1	104	94	95	103	105	105	98	101
59	O=S1(=O)CCN(C2CCCCCCCCCCC2)CC1	94	78	91	92	100	92	98	72
60	SCCCCCCCCCCS	108	·	·	100	109	111	106	106

Following part
No.	Molecule	DU-145	SF-295	U251	OVCAR-8	SF-539	SF-268	SNB-19	PC-3
61	CCCSc1nc(Nc2ccc(C(C)=O)cc2)c(C#N)c(-c2ccc(F)cc2)n1	84	37	59	55	69	82	63	85
62	CC(C)c1nc2ccccc2n1CC(=O)N/N=C/c1ccc(OCc2ccccc2)cc1	123	104	96	97	108	96	88	83
63	COc1cc(-c2nc(-c3ccc(-c4nc5ccccc5[nH]4)cc3)no2)cc(OC)c1OC	105	70	69	50	59	103	87	42
64	COc1ccc(-c2nc3ccccc3nc2-c2ccc(OC)cc2)cc1	99	110	98	91	93	91	114	84

Grouped by structure, the entries above containing a Cl atom
No.	Molecule	DU-145	SF-295	U251	OVCAR-8	SF-539	SF-268	SNB-19	PC-3
6	CC(C)(C)N1COCC(COc2ccc(Cl)cc2)OC1 (stereo unspecified)	103	87	102	106	99	101	·	90
17	CCOCC(=O)C(C#N)c1ccc(Cl)c(Cl)c1 (stereo unspecified)	113	89	95	101	95	106	107	87
27	Cc1ccc2nc(Cl)c(Cn3nnnc3SCc3ccccc3)cc2c1	101	88	96	97	94	94	99	90
38	CC1(C)CC(=O)C2=C(C1)OC(N)=C(c1nc3ccccc3[nH]1)C2c1ccc(Cl)cc1 (stereo unspecified)	100&74	103&23	112&45	108&69	106&29	102&68	100&50	107&36
44	O=C(Nc1ccc(C2=NCCN2)cc1)c1cc(Cl)cc(C(=O)Nc2ccc(C3=NCCN3)cc2)c1	115	111	102	107	87	108	99	91
53	CCCCCCCCc1ccc(O)c(Cl)c1	114	104	105	105	102	103	112	97
55	CCOc1cc2c(cc1OCC)C(c1cc(Cl)ccc1O)NCC2 (stereo unspecified)	106	74	91	81	87	94	99	64
